High-throughput results (PubChem)
FBPA coupling cs = qHTS Assay for Inhibitors of Fructose-1,6-bisphosphate Aldolase from Giardia Lamblia: Coupling assay counterscreen. AID 2472, 2010. coupling enzyme system counterscreen, AmpLite Red fluorescence. hit rate 0.67% among 290,000. activity change, negative = inhibition, % at 58.2 µM, hits read low; in the data active means activity change below about -30%
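Fluorescence at 525 nm excitation and 598 nm emission measured inhibition of the coupled detection system without aldolase. Compounds (at 57.5 uM final) were preincubated 10 min at room temperature with coupling enzyme reagent before a 20 min substrate/AmpLite Red step.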
USP2a block = qHTS Assay for Inhibitors of Ubiquitin-specific Protease USP2a Using CHOP2 as the Reporter; USP2 core, Ub-CHOP2 coupled fluorogenic reporter, 485/531; hit rate 0.01% among 330,000; AID 463254, 2010; Potency, µM (highest dose often 38.3 µM), for the others: at the top dose activity change, negative = inhibition, actives largely listed as inhibitors;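 further: potency means the concentration at half of the fitted maximal effect; plate controls were DMSO wells for no effect and full inhibition by NEM control for full effect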
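Deubiquitinase activity read as fluorescence (485/531 nm) after Ub-CHOP2 cleavage activates the enterokinase reporter on its substrate; USP2 core 10nM, Ub-CHOP2 and substrate 25nM each, 30min compound preincubation then 60min RT; data normalized to NEM, curves fitted.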
Giardia killer = Small Molecules that selectively kill Giardia lamblia: qHTS | hit rate 0.15% among 340,000 | AID 540267, 2011 | activity change, % at 7.66 µM, hits read low | Giardia lamblia trophozoite viability; in the data active means activity change below about -80%; inconclusive means between about -30% and that limit;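 further: parasites exposed to compound for two days anaerobically before the ATP read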
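Each well holds 100 Giardia trophozoites and compound. After two days (48 hrs) at 37 deg C in anaerobic conditions, ATP is quantified by luminescence.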
PKM2 act = qHTS Assay for Activators of Human Muscle isoform 2 Pyruvate Kinase | Pyruvate kinase PKM (Homo sapiens), P14618 | purified PKM2, Kinase-Glo ATP luminescence, activation; response scale: 0% is enzyme alone, no compound | Potency, µM (highest dose often 57.5 µM), without a hit: at the top dose activation, usual class: activators | hit rate 0.34% among 260,000; further: potency means the concentration at half of the fitted maximal effect; nearly all actives have a fitted effect of over 55% in size
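hPK-M2, >95% pure; 0.1 mM ADP / 0.5 mM PEP final; imidazole pH7.2 buffer w/ 7 mM MgCl2, 50 mM KCl; 1 h RT; Kinase-Glo lum. Intermediate enzyme activity for dual inhibitor/activator qHTS.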
Chronic BCR inh = qHTS Assay to Find Inhibitors of Chronic Active B-Cell Receptor Signaling; ABC-DLBCL IkBa-CBG/CBR reporter, luminescence ratio, 4 h; AID 493014, 2011; hit rate 0.05% among 340,000; Potency, µM (series often up to 46.1 µM), inactives show at the top dose ratio change, negative = lower green/red ratio, most hits filed as inhibitors; active means well fitted inhibition curve with a large enough effect in the signal ratio, with a control signal flat, not every such curve was filed as active; inconclusive means small, poorly fitted or top-dose-only effect, or effect the other way, or a change in a side signal; the % refers to the signal ratio;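 further: potency means the concentration at half of the fitted maximal effect; plate controls were basal doxycycline-induced cells for no effect and cells given 10 µM MG132 for full effect; MG132 reads +100%, hits lower the ratio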
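Concentration-response series (up to 46 uM) were applied to TMD8 dual-reporter cells for 4 h at 37C with doxycycline. Green/red ratio, after filter-overlap correction, defined %Activity; red signal alone was normalised to basal cells and zero luminescence.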
uPA generation = qHTS for Inhibitors of Cell Surface uPA Generation; AID 540303, 2011; cell surface uPA generation assay, qHTS; Potency, µM (series often up to 38.3 µM), inactives show at the top dose activity change, negative = inhibition, usual class: inhibitors; hit rate 0.31% among 330,000; active means well fitted inhibition curve with a large enough effect; inconclusive means small, poorly fitted or top-dose-only effect; inactive means no such curve, though single readings can be large or run the other way; tested in mouse RAW 264.7 cells; further: potency means the concentration at half of the fitted maximal effect; nearly all actives have a fitted effect of over 55% in size
B2AR arrestin = qHTS assay of beta-arrestin-biased ligands of beta2-adrenergic receptor; Beta-2 adrenergic receptor (Homo sapiens), P07550; Potency, µM (top dose mostly 46.1 µM), for inactives: top-dose activation, most hits filed as activators; AID 492947, 2010; hit rate 0.02% among 330,000; beta-arrestin recruitment to beta2AR, cell-based reporter;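 further: potency means the concentration at half of the fitted maximal effect; 0% = DMSO controls and full agonism = EC100 isoproterenol or metaproterenol; nearly all actives have a fitted effect of over 65% in size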
Target sequence (P07550 whole entry, looked up): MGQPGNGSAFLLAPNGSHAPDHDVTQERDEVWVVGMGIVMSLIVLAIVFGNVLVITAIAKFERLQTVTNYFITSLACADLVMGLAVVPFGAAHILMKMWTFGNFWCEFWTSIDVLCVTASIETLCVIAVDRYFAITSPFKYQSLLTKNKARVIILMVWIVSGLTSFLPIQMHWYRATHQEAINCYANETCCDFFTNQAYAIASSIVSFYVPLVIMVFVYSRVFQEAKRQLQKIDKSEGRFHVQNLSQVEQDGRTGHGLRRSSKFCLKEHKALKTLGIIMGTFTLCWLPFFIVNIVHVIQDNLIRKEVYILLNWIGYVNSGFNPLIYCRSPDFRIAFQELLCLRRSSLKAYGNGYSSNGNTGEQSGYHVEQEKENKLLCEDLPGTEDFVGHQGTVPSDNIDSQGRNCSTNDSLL
Eya2 inh = qHTS Assay for Inhibitors of the Phosphatase Activity of Eya2 | Protein phosphatase EYA2 (Homo sapiens), O00167 | recombinant Eya2, OMFP fluorescence dephosphorylation (OMFP is methylfluorescein phosphate) | Potency, µM (highest dose often 76.9 µM), inactives show at the highest dose activity, negative = inhibition, usual class: inhibitors | hit rate 0.006% among 330,000; further: potency means the concentration at half of the fitted maximal effect
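Eya2 protein (added as 0.2 uM solution) was preincubated with compound for 10 min at ambient temperature in 50 mM HEPES pH 7.5, 50 mM NaCl, 5 uM MgCl2, 0.05% BSA, 1 mM DTT. OMFP (added at 50 uM) then reacted 10 min; fluorescence read at 485/525 nm.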
GALK inhibitor = qHTS Assay for Inhibitors of Human Galactokinase (GALK); P51570; hit rate 0.007% among 270,000; AID 1868, 2009; Purified GALK, Kinase-Glo residual ATP luminescence; Potency, µM (titrated, usually from 57.5 µM), inactives show top-dose activity change, negative = inhibition, hits mostly inhibitors; further: potency means the concentration at half of the fitted maximal effect
Target sequence (P51570 whole entry, looked up): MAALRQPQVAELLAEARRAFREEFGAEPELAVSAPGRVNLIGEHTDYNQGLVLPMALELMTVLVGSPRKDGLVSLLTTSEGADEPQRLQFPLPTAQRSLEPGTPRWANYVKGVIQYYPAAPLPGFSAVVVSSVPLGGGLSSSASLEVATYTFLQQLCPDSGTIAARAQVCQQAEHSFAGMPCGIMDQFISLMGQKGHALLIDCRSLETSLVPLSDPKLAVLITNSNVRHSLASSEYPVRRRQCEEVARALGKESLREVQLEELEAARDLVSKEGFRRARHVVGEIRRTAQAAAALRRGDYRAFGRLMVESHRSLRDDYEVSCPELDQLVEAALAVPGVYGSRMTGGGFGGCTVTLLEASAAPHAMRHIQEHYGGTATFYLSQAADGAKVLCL
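The enzyme phosphorylates galactose (100 uM) using ATP (35 uM); inhibition is detected as higher residual ATP, quantified by bioluminescence after 1 h reaction at room temperature, pH 8.0.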
KCNH2 3.1 inh = qHTS for Inhibitors of KCHN2 3.1: Mutant qHTS; AID 720553, 2013; U2OS KCNH2 3.1, thallium flux FluxOr; hits give low values; Potassium voltage-gated channel subfamily H member 2, brain isoform KCNH2 3.1 (human); hit rate 0.95% among 340,000; activity change, % (tested at about 1.8 µM);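 active means maximum activity change below -70%; inconclusive means maximum activity change from -70% to -50%; inactive means maximum activity change above -50%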;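 further: thallium influx rate constant from kinetic fluorescence after stimulation buffer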
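We transduce U2OS cells with the mutant 3.1 virus, culture them overnight, load FluxOr with Red40 quencher for 45 min, then add stimulation buffer and read kinetically for 2 min to derive a normalized rate constant.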
KCNH2 WT inh = qHTS for Inhibitors of KCHN2 3.1: Wildtype qHTS. Voltage-gated inwardly rectifying potassium channel KCNH2 (Homo sapiens), Q12809. U2OS, BacMam KCNH2, thallium flux FluxOr; hits give low values. activity change, % at 1.84 µM. hit rate 0.37% among 340,000;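 active means maximum activity change below -70%; inconclusive means maximum activity change between -70% and -50%; inactive means maximum activity change above -50%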
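U2OS cells transduced with wild-type KCNH2 virus are loaded with FluxOr dye for 45 min, and thallium flux is measured in kinetic reads before and after stimulation buffer. Rate constants are normalized to DMSO controls.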
An asterisk follows results filed as active; ? = inconclusive; . = no result given; [ ] = remark or other dose. Unless noted, the call rests on the fitted dose curve; in most records, active means well fitted curve in the direction sought with a large enough effect; inconclusive means small, poorly fitted or top-dose-only effect, or another doubt; inactive means no such curve, though single readings can be large; an effect the other way counts as inactive or inconclusive. Unless noted, on the % scale 0 is the no-effect control and ±100 the full control effect.

SMILES | FBPA coupling cs | USP2a block | Giardia killer | PKM2 act | Chronic BCR inh | uPA generation | B2AR arrestin | Eya2 inh | GALK inhibitor | KCNH2 3.1 inh | KCNH2 WT inh
Cc1ccc(S(=O)(=O)N(CCCO)Cc2cc3c(C)ccc(C)c3[nH]c2=O)cc1 | 1 | 4% | -2 | -2% | -17% | . | -0.1% | 12% | 4% | 8 | -7
COc1ccc(NC(=O)CCNC(=O)Cn2ccc3ccccc3c2=O)c(OC)c1 | 0 | 2% | -1 | 6% | ? | 0% | -0.1% | 0% | 0% | -11 | -4
Cn1c(=O)c2c(nc(-c3ccccc3)n2C)n(Cc2ccccc2)c1=O | 1 | 0% | 26 | 6% | 0% | 19% | -0.4% | -9% | 2% | 1 | -29
CC(C)(C)c1ccc(-c2noc(CCC(=O)Nc3cccnc3)n2)cc1 | -4 | -1% | 3 | . | ? | -9% | -0.4% | 11% | -4% | -21 | 2
CCn1c(CSc2nc(C)cc(C)n2)nnc1SCC(=O)N1CCCc2ccccc21 | 4 | 0% | -12 | 2% | 7% | . | 0.1% | 17% | -1% | 2 | -9
COc1ccc(S(=O)(=O)NCC(c2cccs2)N2CCc3ccccc3C2)cc1 (configuration not stated) | . | -2% | -1 | . | 1% | 22% | -0.7% | 5% | . | -4 | -1
CCn1c(SCC(=O)c2ccc(OC)cc2)nnc1C1CC1 | 1 | 2% | -1 | 0% | -3% | 4% | -0.2% | ? | 3% | 3 | 3
Cc1cc2ccccc2n1CCC(=O)O | 1 | -1% | -17 | 0% | 2% | 1% | -0.2% | 14% | 1% | -4 | -3
CCCNC(=O)c1onc(CSc2ccc(Cl)cc2)c1C(=O)NC(C)C | . | 1% | -5 | . | 7% | 6% | 0.3% | 17% | . | -25 | 10
COc1ccccc1N1CCN(C(=O)c2sc3nc4n(c(=O)c3c2C)CCC4)CC1 | . | -3% | 10 | . | -3% | 2% | 0.4% | -4% | 7% | -4 | -9
CC(=O)N1CCN(CC(=O)Nc2ccc3c(c2)CCC3)CC1 | 0 | -1% | -13 | 5% | -1% | -2% | -1.3% | 5% | 1% | -10 | 2
Cc1cc(NC(=O)COC(=O)c2oc3c(ccc4ccccc43)c2C)no1 | 2 | 2% | 10 | -2% | ? | 0% | 8.1% | 3% | 1% | 14 | 2
CCN(CC)S(=O)(=O)c1ccc2c(c1)nc(CCC(=O)O)n2C | 3 | 10% | -1 | -36% | 8% | 0% | -0.2% | 12% | . | 4 | 5
CN(CCOc1ccc(Cl)cc1)C(=O)C1CCN(C(=O)c2ccc(Cl)cc2)CC1 | . | -1% | -10 | -1% | 7% | -12% | -0.3% | -13% | 0% | ? | 8
NC(=O)CSc1nnc(SCc2ccc(F)cc2)s1 | -1 | 10% | -10 | 1% | ? | -3% | -0.1% | 10% | -2% | -8 | 0
COc1ccc(S(=O)(=O)N(C)C[C@H]2Oc3ccc(NS(=O)(=O)c4cccs4)cc3CC(=O)N([C@H](C)CO)C[C@H]2C)cc1 | . | 1% | -21 | . | -2% | -4% | 0.1% | 2% | . | -46 | 2
CCOC(=O)c1sc(C)c2c(=O)n(CCCN3CCOCC3)cnc12 | 1 | 1% | 13 | -9% | 1% | 5% | 0.0% | 17% | 1% | 1 | 1
CCN(CC(=O)NCc1ccc(Cl)cc1)C(=O)CN1C(=O)NC(C)(c2ccccc2)C1=O (configuration not stated) | . | -1% | 13 | -7% | ? | 2% | 2.9% | 3% | -5% | . | 1
CCn1nc(C(=O)Nc2cccc3ccccc23)c(Cl)c1Cl | -10 | 0% | 2 | -15% | 6% | 5% | 0.4% | 6% | 2% | 23 | 2
COc1ccc(NC(=O)[C@H](Cc2c[nH]c3ccccc23)NC(=O)[C@@H]2Cc3ccccc3CN2)cc1 | 1 | 0% | 4 | 7% | 28% | -8% | -0.2% | -18% | . | -6 | 2
O=C(CNS(=O)(=O)c1ccccc1)OCC(=O)c1ccc([N+](=O)[O-])cc1 | -1 | 2% | 19 | -2% | 0% | -2% | -0.9% | 3% | . | -4 | 1
COc1ccc(NC(=O)C2CCN(c3ncnc4c3nc3n4CCCCC3)CC2)cc1Cl | 8 | 2% | 0 | . | -2% | -6% | 0.1% | 7% | -3% | 8 | 0
O=C(CSc1ncn[nH]1)NCCc1ccccc1 | 2 | 2% | 9 | -1% | 8% | 0% | -0.2% | -7% | 0% | 5 | 7
CCc1nc(N2CCN(C(=O)c3ccco3)CC2)c(C#N)c2c1COC(C)(C)C2 | 1 | -13% | -14 | -1%[0.46 µM] | 1% | 3% | 0.2% | ? | 7% | 3 | 5
O=C(CSc1nc2nc(-c3cccs3)cc(C(F)(F)F)c2c(=O)[nH]1)Nc1ccc(F)c(F)c1 | 15 | -10% | 12 | 15% | ? | 9% | 0.2% | 2% | -22% | 20 | -6
Nc1nc2n(n1)C(c1cccs1)CC(c1ccc(Br)cc1)N2 (configuration not stated) | 3 | 2% | -2 | -6% | 3% | . | -0.3% | 0% | 0% | 10 | -2
Oc1cccc(Nc2nc(N3CCOCC3)nc(N3CCOCC3)n2)c1 | -6 | -1% | 17 | 1% | ? | -4% | -1.1% | -23% | 0% | -12 | 1
O=C(CCS(=O)(=O)c1ccc(Br)s1)Nc1ccccc1Br | -1 | 14% | 4 | 3% | 6% | -2% | 0.3% | -2% | 0% | 6 | -8
COc1ccc(CNC(=O)Nc2ccc(C)c(C)c2)cc1 | -5 | 0% | -24 | -5% | -9% | 17% | -0.4% | -2% | 3% | 11 | .
COc1ccc(Cl)cc1N1C(=N)SCC1=O | 1 | -1% | -11 | -1% | -1% | 6% | 0.2% | -2% | 3% | 7 | 6
COc1ccc(N2CCN(C(=O)COC(=O)c3ccccc3OCc3ccc(F)cc3)CC2)cc1 | . | 3% | -4 | . | ? | -5% | 0.3% | -25% | . | ? | -4
Cc1ccc(-c2nnc(OCc3cccnc3)c3ccccc23)cc1 | 2 | 2% | 5 | -1% | ? | 5% | -0.9% | 3% | -1% | -12 | -22
CC(C)(C)NC(=O)CSc1nnc(SCC(=O)NC(C)(C)C)s1 | 2 | -4% | -2 | -1% | 12% | 4% | -0.1% | 4% | -1% | 11 | -8
Cc1ccc(N2CC(NC(=O)C(=O)c3c[nH]c4ccccc34)CC2=O)cc1C (configuration not stated) | . | 0% | -4 | . | 3% | -3% | -0.3% | -16% | . | -8 | 2
CCC(C)c1ccc(NC(=O)COC(=O)C2=COCCO2)cc1 (configuration not stated) | 3 | -2% | -22 | 8% | -3% | 2% | 0.4% | 18% | 1% | 3 | 7
O=C(CN1C(=O)NC2(CCCC2)C1=O)Nc1cc(S(=O)(=O)N2CCOCC2)ccc1OCC(F)(F)F | 0 | 2% | -2 | -16% | 5% | -2% | -0.8% | -2% | -2% | 13 | -2
Fc1ccc(OCCCCCCN2CCCC2)cc1 | 1 | 5% | 4 | 5% | 2% | -5% | 0.1% | 12% | -1% | -15 | 18

Arranged by value in PKM2 act (falling): 3 from the list above.
SMILES | PKM2 act | uPA generation | B2AR arrestin | Eya2 inh | GALK inhibitor
Fc1ccc(OCCCCCCN2CCCC2)cc1 | 5% | -5% | 0.1% | 12% | -1%
CC(C)(C)NC(=O)CSc1nnc(SCC(=O)NC(C)(C)C)s1 | -1% | 4% | -0.1% | 4% | -1%
O=C(CN1C(=O)NC2(CCCC2)C1=O)Nc1cc(S(=O)(=O)N2CCOCC2)ccc1OCC(F)(F)F | -16% | -2% | -0.8% | -2% | -2%

Fetched by compound from the entries so far (3):
SMILES | FBPA coupling cs | USP2a block | Giardia killer | PKM2 act | Chronic BCR inh | uPA generation | B2AR arrestin | Eya2 inh | GALK inhibitor | KCNH2 3.1 inh | KCNH2 WT inh
COc1ccc(Cl)cc1N1C(=N)SCC1=O | 1 | -1% | -11 | -1% | -1% | 6% | 0.2% | -2% | 3% | 7 | 6
Cc1ccc(S(=O)(=O)N(CCCO)Cc2cc3c(C)ccc(C)c3[nH]c2=O)cc1 | 1 | 4% | -2 | -2% | -17% | . | -0.1% | 12% | 4% | 8 | -7
CN(CCOc1ccc(Cl)cc1)C(=O)C1CCN(C(=O)c2ccc(Cl)cc2)CC1 | . | -1% | -10 | -1% | 7% | -12% | -0.3% | -13% | 0% | ? | 8
